# ATXN2 expr inh: Primary qHTS for Inhibitors of ATXN expression; HEK-293 ATXN2-luciferase reporter, luminescence, 24 h; Potency, µM (doses to about 57 µM), for inactives: at the highest dose activity change, negative = inhibition, usual class: inhibitors; 360,000 compounds, 0.72% hits; further: potency means the concentration at half of the fitted maximal effect; on the % scale 0 is the no-effect control and ±100 the full control effect; nearly all actives have a fitted effect of over 55% in size
#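 qHTS (up to 57 uM final) was run with 24 h compound exposure of reporter cells at 37 °C. Each well was multiplexed: SteadyGlo luminescence measured ATXN2-luciferase expression after a fluorogenic Gly-Phe-AFC viability readout (25 uM final).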
# MCF10A rerep: A quantitative high throughput screen for small molecules that induce DNA re-replication in MCF 10a normal breast cells; MCF 10A DNA re-replication, Hoechst nuclear intensity, 48 h; Potency, µM (highest dose often 46.1 µM), inactives show top-dose activity, positive = re-replication, usual class: activators; 350,000 compounds, 2.9% hits; AID 624296, 2012; further: potency means the concentration at half of the fitted maximal effect; % of control where 0% means no effect; nearly all actives have a fitted effect of over 50% in size
# IL1B secr inh: qHTS for Inhibitors of Inflammasome Signaling: IL-1-beta AlphaLISA Primary Screen; activity change, % at 57.5 µM; 360,000 compounds, 4.7% hits; THP-1 LPS/ATP IL-1B secretion, AlphaLISA, 16 h; stronger effect = lower value; in the data active means activity change below about -50%; inconclusive means mostly about -30% to -49%; further: on the % scale 0 is the no-effect control and ±100 the full control effect
#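 THP-1 cells pretreated 1 hr with compounds (up to 57.5 uM final), then stimulated with LPS (250 ng/mL final) plus ATP (1.25 mM final); secreted IL-1B measured by AlphaLISA after 16 hr, decreased signal indicating inhibition.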
# ATXN viability: Viability Counterscreen for Primary qHTS for Inhibitors of ATXN expression. AID 651635, 2014. Potency, µM (top dose mostly 56.7 µM), actives largely listed as cytotoxic. S2 cells (HEK-293 line with an ATXN2-luciferase reporter) viability, CellTiter-Fluor protease fluorescence, 24 h. 400,000 compounds, 0.49% hits; further: potency means the concentration at half of the fitted maximal effect; nearly all actives have a fitted effect of over 40% in size
# KB-3-1 cytotox: qHTS assay for MDR1-selective chemotherapeutics: Primary screen using the parental adenocarcinoma cell KB-3-1 | KB-3-1 viability, CellTiter-Glo ATP luminescence, 72 h | Potency, µM (series often up to 46.1 µM), for inactives: top-dose activity change, negative = cytotoxic, most hits filed as cytotoxic | 400,000 compounds, 1.4% hits; further: potency means the concentration at half of the fitted maximal effect; on the % scale 0 is the no-effect control and ±100 the full control effect; nearly all actives have a fitted effect of over 60% in size
#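 Cells are dispensed, compounds pinned in, plates held at 37 °C for 72 h, then CellTiter-Glo is added and luminescence read after 10 minutes. Cell line: parental KB-3-1 in phenol-red-free DMEM, 10% FBS.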
# HT1080NT lethal: qHTS for induction of synthetic lethality in tumor cells producing 2HG: qHTS for the HT-1080-NT fibrosarcoma cell line | 360,000 compounds, 1.6% hits | HT-1080-NT fibrosarcoma viability, CellTiter-Glo ATP luminescence, 48 h | Potency, µM (series often up to 46.1 µM), inactives show at the top dose activity, negative = less viability, hits mostly cytotoxic;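 further: NT is the 2HG producing partner of a matched IDH1 knockdown line; potency means the concentration at half of the fitted maximal effect; 0% = DMSO-treated cells and -100% = media-only wells without cells; nearly all actives have a fitted effect of over 55% in size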
#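 Toxicity toward the 2HG-producing NT line was scored as %Activity, normalised to DMSO and no-cell wells, from CellTiter-Glo luminescence after 48 hours' treatment.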
# HT1080 IDH1KD tx: qHTS for induction of synthetic lethality in tumor cells producing 2HG: qHTS for the HT-1080-IDH1KD cell line; HT-1080 IDH1 knockdown viability, ATP luminescence, 48 h; Potency, µM (series often up to 46.1 µM), for inactives: at the top dose activity, negative = toxicity, actives largely listed as cytotoxic; 360,000 compounds, 2% hits; AID 686971, 2013;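 further: potency means the concentration at half of the fitted maximal effect; 0% = DMSO wells and -100% = cell-free medium wells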
#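 CellTiter-Glo luminescence after 48 h compound exposure at 37 degrees C of IDH1-knockdown HT-1080 cells in 5% FBS RPMI. %Activity scaled between DMSO wells and cell-free media wells, with curves fitted and assigned curve classes.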
# KB-V1 cytotox: qHTS assay for MDR1-selective chemotherapeutics: Primary screen using the drug-selected MDR subline cells KB-V1; KB-V1 MDR cells viability, CellTiter-Glo, 72 h; Potency, µM (series often up to 46.1 µM), inactives show at the top dose activity change, negative = cytotoxicity, most hits filed as cytotoxic; 400,000 compounds, 3.4% hits; further: potency means the concentration at half of the fitted maximal effect; on the % scale 0 is the no-effect control and ±100 the full control effect; nearly all actives have a fitted effect of over 60% in size
#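 Readout: CellTiter-Glo luminescence, 10 min after addition. Cells: KB-V1 MDR subline, 72 h at 37 degrees C with compound. Analysis: corrected, normalized data fitted to concentration-effect curves.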
# SW480 rereplic: A quantitative high throughput screen for small molecules that induce DNA re-replication in SW480 colon adenocarcinoma cells | SW480 DNA re-replication, Hoechst DNA content imaging, 48 h | AID 624297, 2012 | 340,000 compounds, 1.8% hits | Potency, µM (titrated, usually from 46.1 µM), without a hit: top-dose re-replication activation, most hits filed as activators; further: potency means the concentration at half of the fitted maximal effect; % of control where 0% means no effect; nearly all actives have a fitted effect of over 55% in size
#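 Per well, 250 cells were exposed to pinned compound for 48 hr. Nuclear DNA was visualised with Hoechst (40 min, 37 C) and total object intensity recorded by fluorescence scanning.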
# Active calls of the source: *; i = inactive; ? = inconclusive; · = not tested or not shown; [ ] = remark or other dose. Unless noted, the call rests on the fitted dose curve; in most records, active means well fitted curve in the direction sought with a large enough effect; inconclusive means small, poorly fitted or top-dose-only effect, or another doubt; inactive means no such curve, though single readings can be large; an effect the other way counts as inactive or inconclusive. No enrichment for hits, and some 11% of all compounds hit somewhere here.
# Sequence of screens: HT1080 IDH1KD tx | KB-3-1 cytotox | IL1B secr inh | HT1080NT lethal | KB-V1 cytotox | ATXN2 expr inh | ATXN viability | SW480 rereplic | MCF10A rerep
- Cc1ccc(S(=O)(=O)N2CCC(=O)CC2)cc1
→ 4% | -2% | 7 | -3% | 9% | 2% | i | -4% | -2%
- COc1ccccc1NC(=O)N1CCC(NC(=O)C(Cc2ccccc2F)NC(C)=O)CC1 (stereo not given)
→ 4% | -2% | 12 | 1% | 0% | 3% | i | -5% | 0%
- CCOC(=O)c1c(C)nc2c(c1-c1ccc(Cl)cc1)C(=O)CC(C)(C)C2
→ -25% | 7% | 0 | -17% | ? | 5% | i | 0% | 21%
- COc1cccc(-c2csc(N3CCN(C(=S)Nc4ccc(Cl)cc4)CC3)n2)c1
→ 0% | -23% | -82* | -21% | 23µM* | -24% | i | -1% | 18%
- COc1cc(OC)c(OC)cc1/C=N/NC(=O)CCc1c(C)n[nH]c1C
→ -5% | 6% | -20 | 11% | 1% | · | i | 12% | 2%
- CCCCOc1ccc(-c2c(C(=O)Nc3ccccc3)c(C)[nH]c(=S)c2C#N)cc1
→ 0% | -1% | 50 | 1% | 0% | 3% | i | -8% | -27%
- Nc1cc(C(=O)c2ccccc2)ccc1N1CCOCC1
→ -19% | -3% | -7 | -6% | -22% | 41%[activator] | i | -7% | 13%
- CCCCCN(C(=O)CCC(=O)OCc1cccc(Br)c1)c1c(N)n(CCCC)c(=O)[nH]c1=O
→ -8% | -2% | -1 | -16% | 9% | -1% | ? | ? | 3%
- CS(=O)(=O)CCC(C(=O)OCc1ccc(Cl)cc1)N1C(=O)c2ccccc2C1=O (stereo not given)
→ -1% | -2% | 0 | -5% | ? | -6% | i | -56%[inhibitor] | -3%
- Cc1ccccc1OCCCN1C(=O)C(=O)c2cccc(C)c21
→ ? | ? | 3 | ? | -17% | -38% | ? | 23% | ?
- CCC(=O)N1CCc2cc(S(=O)(=O)NCCC(=O)Nc3ccc(C)cc3C)ccc21
→ · | 10% | · | · | -5% | 4% | ? | · | ·
- CC1(C)CC(=O)C2=C(C1)OC(N)=C(C#N)C21CCC2(CC1)OCCO2
→ 11%[9.24 µM] | 9% | 10 | 3% | 1% | -7% | i | -1% | -8%
- CC(=O)OC1CSc2nc3ccccc3n2C1 (stereo not given)
→ 0% | -4% | 0 | -2% | -9% | -11% | i | -2% | 1%
- Nc1nc(N)nc(-c2ccc(Oc3ccccc3)cc2)n1
→ -2% | -2% | 2 | -1% | -33% | 26% | i | -6% | -1%
- CC(C)c1ccc(OCc2ccc(C(=O)N3CCCC3)o2)cc1
→ -26% | -29% | -22 | -27% | -26% | ? | i | 13% | ?
- CN1CCc2c(sc(N)c2C(N)=O)C1
→ -2% | -5% | 11 | -2%[9.24 µM] | 15% | 6% | i | 1% | -3%
- CCOC(=O)NC(=S)Nc1ccc(C(C)(C)C)cc1Br
→ ? | -15% | -9 | ? | -25% | -3% | i | 0% | ?
- Cc1ccc(N2C(=O)C(O)(C(F)(F)F)C3=C2CC(C)(C)CC3=O)cc1C (stereo not given)
→ ? | -14% | 15 | 11% | -2% | 1% | i | -3% | -4%
- CCN(CC)S(=O)(=O)c1csc(C(=O)Nc2ccccn2)c1
→ 5% | -9% | 19 | 3% | 23µM* | 0% | i | 3% | 4%
- COc1ccc(C(=O)C(C)OC(=O)CNC(=O)c2ccco2)cc1 (stereo not given)
→ -8% | 4% | 6 | 18% | 9% | · | i | -4% | -7%
- CC(=O)Cn1nnc(-c2ccc(C(F)(F)F)cc2)n1
→ -1% | -3% | -14 | -3% | 9% | · | i | ? | 7%
- O=C(COc1ccc2oc3c(c2c1)CCCC3)Nc1cccc(Br)c1
→ · | 26% | · | · | 0% | -10% | i | · | ·
- O=C(CCc1ccccc1)NCCc1ccc(F)cc1
→ 6% | 16% | -5 | 1% | 0% | · | i | -1% | 6%
- CC(=O)c1cccc(CN(C)CC2CCCN(CCc3ccccc3C)C2)c1 (stereo not given)
→ -15% | -2% | -12 | -1% | 3% | · | ? | 3% | 8%
- Cc1ccc(NC(=O)CSCC(=O)NC2(C)CCS(=O)(=O)C2)cc1 (stereo not given)
→ 8% | -11% | 7 | -3%[9.24 µM] | -12% | 0% | i | -24% | 9%
- Nc1[nH]nc2nc(NCc3ccccc3)c3c(c12)CCN(Cc1ccccc1)C3
→ -1% | 8% | ? | -8% | -2% | 96%[activator] | i | 1% | -1%
- FC(F)(F)c1nc(NCc2ccccc2)c2nnn(Cc3ccccc3)c2n1
→ 0% | 7% | 4 | 10% | 23% | · | i | -3% | 17%
- Cc1ccc(C)c(OCCn2cc(C(=O)O)c3ccccc32)c1
→ -6% | -5% | 44 | -24% | 8% | 2% | i | -14% | 4%
- Cc1cccc(C)c1NC1=NC(=S)N(c2ccc(N(C)C)cc2)C1(C)C
→ 3% | -4% | -6 | -1% | -6% | -2% | i | -2%[9.22 µM] | 8%
- Cc1sc2nc(CSCC(=O)Nc3ccc(N4CCOCC4)cc3)[nH]c(=O)c2c1C
→ 2% | -7% | 0 | 0% | 3% | 7% | i | -11% | 1%
- CC(NC(=O)c1cccc(S(=O)(=O)N(C)C)c1)C1CC2CCC1C2 (stereo not given)
→ 1% | 9% | 22 | 0% | -23% | -8% | i | -7% | 7%
- COc1cc(C2N=C(c3ccccc3)NO2)cc(Br)c1O (stereo not given)
→ -15% | 8% | 25 | -2% | 18% | 21% | i | -3% | -3%
- Cc1ccc(S(=O)(=O)N2CCN(C(=O)c3ccc(Cl)nc3)CC2)cc1
→ 0% | -12% | 5 | -2% | ? | 2% | i | -1% | ?
- c1cc2c(cc1C1CCCCC1)c1c3n2CCCNC3CCC1 (stereo not given)
→ 21µM* | 18µM* | -83* | 16µM* | ? | 28µM* | · | 18%[9.22 µM] | ?
- Oc1ccc(Br)cc1C=Nc1ccc(Cl)cc1
→ -6% | -10% | 0 | 0% | 0% | 4% | i | -12% | -6%
- COc1cc(-c2nnc(COC(=O)c3nn(CC(C)C)c(=O)c4ccccc34)o2)cc(OC)c1OC
→ 9% | -4% | -2 | 3% | 26% | 7% | i | -6% | 0%
- CC(=O)Nc1c(-c2ccc3ccccc3c2)nc2ccccn12
→ -21% | -7% | -6 | -9% | 9% | 32%[activator] | i | -1% | -6%
- CC[n+]1c(C)cc(C)n1-c1ccccc1
→ 1% | ? | 41 | 6% | -2% | 4% | i | -2% | 1%
- COc1ccc2nc(C)cc(SCC(=O)NNC(=O)COc3ccccc3)c2c1
→ 8% | 2% | -8 | 0% | ? | 8% | i | -6% | 7%
- COc1ccc(C(=O)NCc2ccncc2)cc1S(=O)(=O)NCc1ccc(Cl)cc1
→ 6% | 0% | 2 | -3%[9.24 µM] | 26% | -3% | i | -2% | -1%
- O=C(c1ccco1)N1CCN(Cc2nnnn2C2CCCCC2)CC1
→ 18% | 3% | 4 | 7% | -20% | -16% | i | -2% | 0%
- Cc1ccc(-c2csc(NC(=O)c3cccc(C)c3)c2C(=O)O)cc1
→ ? | ? | -28 | -18% | ? | 41%[activator] | i | -10% | ?
- COc1cccc(-n2c(SCC(=O)Nc3nc4ccccc4s3)nc3ccccc3c2=O)c1
→ -2% | 0% | ? | -10% | -3% | 4% | i | -5% | 14%
- COC(=O)c1ccsc1NC(=O)c1ccccc1
→ 15% | 2% | 7 | 8% | -22% | 8% | i | 3% | 1%
- CN(C(=O)COC(=O)c1ccc2c(=O)n3c(nc2c1)CCC3)c1ccccc1
→ 26% | 0% | 22 | 20% | 2% | 3% | i | -21% | -1%
- O=C(Nc1ccc(C(=O)N2CCCCC2)cc1)c1cccs1
→ 0% | ? | -9 | -9% | ? | -5% | i | -3% | -1%
- CCOc1cc(CO)cc(Br)c1OCC(N)=O
→ 1% | 1% | 22 | 3% | 2% | · | i | -62%[inhibitor] | 1%
- CCN(C(=O)CSc1nnc(-c2cccc(F)c2)n1N)c1c(N)n(Cc2ccccc2)c(=O)[nH]c1=O
→ 0% | 0% | 5 | 5% | 30% | -1% | i | -4% | 7%
- CC(=O)Nc1cccc(C(=O)OC(C)C(=O)NC(=O)NC2CCCCC2)c1 (stereo not given)
→ 11% | 7% | 13 | 8% | ? | 1% | i | -6% | -2%
- Cc1ccc(-n2cc[nH]c2=S)cc1C
→ 12% | 0% | 6 | 20% | 3% | -15% | i | -6% | -12%
- COC(=O)[C@@H]1C[C@H]1[C@@H](NS(=O)(=O)c1ccccc1)c1ccccc1
→ 5% | 0% | 32 | -4% | 7% | 4% | i | -6% | 8%
- CC(=O)c1ccc(NC(=O)C(C)N(C)CC(=O)Nc2ccc(N3CCOCC3)cc2)cc1 (stereo not given)
→ 4% | 7% | 10 | 1% | -1% | 28% | i | -4% | 9%
- CCc1cccc(NC(=O)c2snc3c(=O)[nH]cnc23)c1
→ 4% | 16% | 13 | 18% | 4% | 12% | i | -4% | -3%
- COc1ccc2[nH]c3c(=O)n(N)c(=O)[nH]c3c2c1
→ -1% | 1% | 8 | -8% | 23% | -11% | i | 20% | 0%
- O=C(Nc1cc2c(ccc3ccccc32)oc1=O)C1CCCCC1
→ 1% | 5% | 40 | 0% | 2% | -1% | ? | 3% | -3%
- O=C(Nc1nnc(SCc2ccc(F)cc2)s1)c1ccco1
→ -3% | -7% | 11 | -2% | -4% | 6% | i | 2% | 0%
- Cc1c(C(=O)NC2=NCCS2)cccc1[N+](=O)[O-]
→ 17% | 8% | -2 | 11% | ? | -23% | i | -6% | -1%
- COc1ccc(Cc2nnc(N)s2)cc1
→ 6% | 10% | 9 | 0% | -3% | -6% | i | -2% | 1%
